From PubChem BioAssay
Rtt109 Vps75: inhibitors of C. albicans Rtt109/Vps75 HAT, primary screen, biochemical, ThioGlo CoA-SH fluorescence, plate reader. 330,000 compounds, 0.16% hits. inhibition, % at 34.9 µM. purified Rtt109/Vps75, 4 h. Histone acetyltransferase RTT109 (Candida albicans (strain SC5314 / ATCC MYA-2876)), …;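 active = inhibition of at least 50% in every replicate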
Keap1-Nrf2 PPI: Keap1-Nrf2 protein-protein interaction inhibitors, primary screen, biochemical, fluorescence polarization, single point | Keap1 Kelch-Nrf2 peptide fluorescence polarization, 1536-well | Kelch-like ECH-associated protein 1 (Homo sapiens), Q14145 | inhibition, % at 9.4 µM | AID 504523, 2011 | 340,000 compounds, 0.15% hits; in the data active = inhibition above about 12%;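 also: human Keap1 Kelch domain with fluorescein labeled Nrf2 9mer peptide probe; 0% = neutral control wells and 100% = peptide positive control; higher means more block of Keap1 binding to Nrf2 peptide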
Target sequence (Q14145 whole entry, looked up, the tested form may be a part): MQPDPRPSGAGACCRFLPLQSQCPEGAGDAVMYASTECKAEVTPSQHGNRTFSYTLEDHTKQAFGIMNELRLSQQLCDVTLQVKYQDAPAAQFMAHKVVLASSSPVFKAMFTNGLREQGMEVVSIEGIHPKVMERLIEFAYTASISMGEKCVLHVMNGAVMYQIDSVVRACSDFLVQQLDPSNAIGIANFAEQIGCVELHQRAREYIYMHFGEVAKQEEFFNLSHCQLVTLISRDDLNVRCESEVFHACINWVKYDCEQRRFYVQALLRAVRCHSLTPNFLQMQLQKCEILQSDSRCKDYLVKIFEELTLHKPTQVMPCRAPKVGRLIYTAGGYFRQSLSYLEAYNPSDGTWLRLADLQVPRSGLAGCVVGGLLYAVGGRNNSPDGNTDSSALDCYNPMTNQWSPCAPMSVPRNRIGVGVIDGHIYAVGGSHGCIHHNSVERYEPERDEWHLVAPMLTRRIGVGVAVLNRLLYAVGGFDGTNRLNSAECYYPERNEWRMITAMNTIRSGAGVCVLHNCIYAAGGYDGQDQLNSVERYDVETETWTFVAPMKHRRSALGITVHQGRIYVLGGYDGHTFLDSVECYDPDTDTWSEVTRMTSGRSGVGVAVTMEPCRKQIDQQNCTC
Cardiac RTF inh: cardiac RTF calcium sensitivity inhibitors, primary screen, biochemical, IANBD-TnC fluorescence, EC70 calcium; Troponin I, cardiac muscle (Homo sapiens) + Troponin T, cardiac muscle (Homo sapiens) + …; 340,000 compounds, 0.12% hits; AID 493244, 2011; IANBD-labeled cardiac RTF, Ca2+ fluorescence; inhibition, % at 7.15 µM;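 active = inhibition above the mean inhibition of all tested compounds plus 3 SD, cut at about 17% in these data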;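 also: assay run at fixed EC70 calcium of 1.6 mM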
SR-BI DiI-HDL act: activators of SR-BI mediated DiI-HDL uptake, primary screen, ldlA[mSR-BI] CHO cells, DiI fluorescence. activation, % at 12.5 µM. 320,000 compounds, 0.096% hits. 3 h; 100 = double the neutral-control signal. AID 504775, 2011;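 active = mean replicate activation of at least 60% and every replicate at or above 60%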;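 also: 0% = median plate neutral-control signal and 100% = twice that signal; values of inactives mirror those of a sister screen read the other way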
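Test system: SR-BI-overexpressing, LDLR-lacking CHO cells; Also added: labelled HDL, 10 µg/mL; Measured by: bottom-read cell fluorescence after medium removal, ex 550/em 595 nm; Timing: 3 h uptake period with compound, 37 °C; Buffer or medium: F12, 0.5% BSA, 25 mM HEPES; Doses: single compound concentration, delivered by pin transfer.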
DAGLB inh: DAGLB lipase inhibitors, primary screen, biochemical, fluorescence, HTS | Diacylglycerol lipase-beta (Homo sapiens), Q8NCG7 | HEK293T DAGLB membrane lysate, EnzChek fluorogenic substrate | inhibition, % at 5.17 µM | 340,000 compounds, 0.059% hits | AID 504411, 2011; in the data active = inhibition above about 34%;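 also: 0% = enzyme with vehicle and 100% = wells lacking enzyme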
cardiac RTF act: cardiac RTF calcium sensitivity activators, primary screen, biochemical, IANBD-TnC fluorescence, EC20 calcium; Troponin I, cardiac muscle (Homo sapiens) + Troponin T, cardiac muscle (Homo sapiens) + …; IANBD-labeled TnC RTF fluorescence at EC20 calcium; 0% EC20 calcium, 100% full calcium; activation, % at 7.2 µM; 340,000 compounds, 0.24% hits; AID 493008, 2010;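 active = activation above the mean over all tested compounds plus 3 SD, cut at about 30% in these data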;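 also: rise in fluorescence read as greater calcium sensitivity of cardiac thin filaments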
CAL PDZ FP-1: untagged CAL PDZ binding inhibitors, primary screen, biochemical, fluorescence polarization, HTS. Golgi-associated PDZ and coiled-coil motif-containing protein (Homo sapiens), Q9HD26. inhibition, % at 24.9 µM. purified CAL PDZ, TMR-peptide fluorescence polarization, 1 h. 300,000 compounds, 0.92% hits. AID 602252, 2012;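 active = mean inhibition of at least 30% with at least half of replicates also reaching 30%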;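 also: 0% = DMSO neutral control and 100% = excess unlabeled competitor peptide PRC23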
CAL PDZ FP-2: CAL PDZ peptide-binding inhibitors, primary screen, biochemical, fluorescence polarization, Cer-tagged CAL PDZ, HTS | AID 504414, 2011 | 330,000 compounds, 0.02% hits | inhibition, % at 20 µM | purified CAL PDZ, TMR-peptide fluorescence polarization, 1 h | Golgi-associated PDZ and coiled-coil motif-containing protein (Homo sapiens), Q9HD26;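 active = highest replicate inhibition of at least 40%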;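 also: plate controls were DMSO neutral control wells for no effect and unlabeled competitor peptide control wells for full effect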
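Control set: unlabelled peptide and DMSO controls / Material: purified CerCALP PDZ construct / Timing: 1 h incubation at room temperature before polarization reading / Doses: 20 µM, one dose / Detection: fluorescence polarization (mP)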
LANA DNA inh: inhibitors of KSHV C-LANA binding to DNA, primary screen, biochemical, fluorescence polarization, FAM-LBS DNA, MBP-C-LANA, single point; inhibition, % at 9 µM; AID 504423, 2011; 340,000 compounds, 0.078% hits; Kaposi's sarcoma herpesvirus LANA C-terminal domain (residues 932-1162) DNA binding;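 active = highest replicate inhibition at or above 60% at 9 µM, even if other replicates fall short; inactive = all replicates below 60% inhibition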;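 also: 0% = neutral control wells and 100% = 4 µM acridine orange control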
PKA-R2B act: activators of PKA-R2B holoenzyme, primary screen, biochemical, fluorescence polarization, Cy5-IP20, human; activation, % at 11.4 µM; cAMP-dependent protein kinase catalytic subunit beta (Homo sapiens) + cAMP-dependent …; 340,000 compounds, 0.079% hits; PKA-R2B holoenzyme dissociation; R2B truncated from residue 108, S112A mutant; 0% DMSO only, 100% 113 µM cGMP;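 active = activation above a cutoff set at the mean over all compounds plus 3 SD, cut at about 18% in these data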;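 also: higher means more holoenzyme dissociation and a rise in polarization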
Target sequence (P31323 whole entry, looked up, other chains not shown, the tested form may be a part): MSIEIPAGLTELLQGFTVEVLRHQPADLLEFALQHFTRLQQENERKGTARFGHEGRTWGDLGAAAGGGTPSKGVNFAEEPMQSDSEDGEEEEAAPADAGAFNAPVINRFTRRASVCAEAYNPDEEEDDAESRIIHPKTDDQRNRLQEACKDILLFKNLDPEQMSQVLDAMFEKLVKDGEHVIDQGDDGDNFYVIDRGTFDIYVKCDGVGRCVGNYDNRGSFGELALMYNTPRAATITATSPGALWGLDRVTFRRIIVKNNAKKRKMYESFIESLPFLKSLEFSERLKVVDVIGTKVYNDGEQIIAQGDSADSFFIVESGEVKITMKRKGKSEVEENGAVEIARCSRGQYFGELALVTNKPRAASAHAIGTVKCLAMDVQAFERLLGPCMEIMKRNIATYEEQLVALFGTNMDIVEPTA
* hit, by the source's call.

Results for COc1ccc(-n2cc(CNCCCn3ccnc3)c(-c3cccc(F)c3)n2)cc1 ?
Rtt109 Vps75: 7; Keap1-Nrf2 PPI: -4; Cardiac RTF inh: 2; SR-BI DiI-HDL act: 10; DAGLB inh: -2; cardiac RTF act: -7; CAL PDZ FP-1: -2; CAL PDZ FP-2: -3.8; LANA DNA inh: -2.2; PKA-R2B act: 14

What do the screens show for `O/N=C/C1=C(Cl)c2ccccc2CC1`?
Rtt109 Vps75: 11; Keap1-Nrf2 PPI: -5; Cardiac RTF inh: 2; SR-BI DiI-HDL act: 8; DAGLB inh: -2; cardiac RTF act: 1; CAL PDZ FP-1: -1; CAL PDZ FP-2: -2.5; LANA DNA inh: 0.4; PKA-R2B act: -3

How did Cn1cc(C(CO)Cc2ccccc2)c2ccccc21 (stereo unspecified) do in these assays?
Rtt109 Vps75: 2; Keap1-Nrf2 PPI: -2; Cardiac RTF inh: 6; SR-BI DiI-HDL act: -14; DAGLB inh: -2; cardiac RTF act: 7; CAL PDZ FP-1: -1; CAL PDZ FP-2: 1.2; LANA DNA inh: -4.6; PKA-R2B act: -1

Results for O=C(NCc1ccccc1)C(=O)NCC1OCCN1S(=O)(=O)c1ccc(Br)cc1 (stereo unspecified) ?
Rtt109 Vps75: 6; Keap1-Nrf2 PPI: -3; Cardiac RTF inh: -10; DAGLB inh: -1; cardiac RTF act: -1; CAL PDZ FP-2: 0.0; LANA DNA inh: -0.3; PKA-R2B act: -5

Results for CCCCn1c(SCC(=O)Nc2ccc3c(c2)CCC3)nc2ccccc2c1=O ?
Rtt109 Vps75: 4; Keap1-Nrf2 PPI: 0; Cardiac RTF inh: -5; SR-BI DiI-HDL act: 18; DAGLB inh: -3; cardiac RTF act: -3; CAL PDZ FP-1: 9; CAL PDZ FP-2: -0.7; LANA DNA inh: -2.2; PKA-R2B act: -11

How did O=C(Nc1ccc(Cl)c(Cl)c1)c1ccc(Cn2c(=O)[nH]c3ccsc3c2=O)cc1 do in these assays?
Rtt109 Vps75: -6; Keap1-Nrf2 PPI: 4; Cardiac RTF inh: -2; SR-BI DiI-HDL act: -21; DAGLB inh: 5; cardiac RTF act: 4; CAL PDZ FP-2: -0.7; LANA DNA inh: 0.5; PKA-R2B act: 0

What do the screens show for `CCCNC(=O)c1c(O)c2c([nH]c1=O)CCCC2`?
Rtt109 Vps75: 1; Keap1-Nrf2 PPI: -1; Cardiac RTF inh: -7; SR-BI DiI-HDL act: -6; DAGLB inh: -1; cardiac RTF act: 9; CAL PDZ FP-1: -1; CAL PDZ FP-2: -1.3; LANA DNA inh: 1.2; PKA-R2B act: 0

Results for Cc1ccc(NC(=O)/C(=C/c2cccs2)NC(=O)c2ccco2)cc1 ?
Rtt109 Vps75: -4; Keap1-Nrf2 PPI: -2; Cardiac RTF inh: 8; SR-BI DiI-HDL act: -18; DAGLB inh: 1; cardiac RTF act: -8; CAL PDZ FP-1: 0; CAL PDZ FP-2: -2.6; LANA DNA inh: -0.5; PKA-R2B act: -3

How did O=C(NCCc1ccc(F)cc1)C1CCN(C(=O)Nc2ccccc2)CC1 do in these assays?
Rtt109 Vps75: -3; Keap1-Nrf2 PPI: 1; Cardiac RTF inh: -5; SR-BI DiI-HDL act: -22; DAGLB inh: -1; cardiac RTF act: -8; CAL PDZ FP-2: 0.3; LANA DNA inh: -0.7; PKA-R2B act: -12

What do the screens show for `Nc1c2c(nc3ccccc13)N(c1ccccc1)CC2`?
Rtt109 Vps75: 13; Keap1-Nrf2 PPI: 1; Cardiac RTF inh: -2; SR-BI DiI-HDL act: -9; DAGLB inh: 1; cardiac RTF act: -5; CAL PDZ FP-2: 0.7; LANA DNA inh: 1.9; PKA-R2B act: -13

What do the screens show for `Cc1nc2ccccc2c2oc(C(=O)NCc3ccc4c(c3)OCO4)cc12`?
Rtt109 Vps75: 5; Keap1-Nrf2 PPI: -2; Cardiac RTF inh: -7; SR-BI DiI-HDL act: 8; DAGLB inh: -1; cardiac RTF act: 3; CAL PDZ FP-1: -5; CAL PDZ FP-2: -2.8; LANA DNA inh: -0.2; PKA-R2B act: 3

What do the screens show for `CC(C)Cn1cnc2c(Sc3c([N+](=O)[O-])ncn3C)nc(N)nc21`?
Rtt109 Vps75: 4; Keap1-Nrf2 PPI: 0; Cardiac RTF inh: -7; SR-BI DiI-HDL act: 6; DAGLB inh: 1; cardiac RTF act: -3; CAL PDZ FP-1: -4; CAL PDZ FP-2: -0.4; LANA DNA inh: -0.8; PKA-R2B act: 2

How did CN1C(C(=O)Nc2cccc(O)c2)=CC(c2cccs2)=NS1(=O)=O do in these assays?
Rtt109 Vps75: 1; Keap1-Nrf2 PPI: 0; Cardiac RTF inh: -6; SR-BI DiI-HDL act: -24; DAGLB inh: 1; cardiac RTF act: 2; CAL PDZ FP-2: -0.2; LANA DNA inh: 1.4; PKA-R2B act: -2

What do the screens show for `Cc1cc2nc(-c3ccc(SCC(=O)N4CCN(C(=O)c5ccco5)CC4)nc3)[nH]c2cc1C`?
Rtt109 Vps75: 15; Keap1-Nrf2 PPI: -3; Cardiac RTF inh: 2; SR-BI DiI-HDL act: -55; DAGLB inh: -1; cardiac RTF act: -5; CAL PDZ FP-1: -5; LANA DNA inh: -0.8; PKA-R2B act: -13

How did CC1CN(C(=O)COC(=O)Cc2c(F)cccc2Cl)CC(C)O1 (stereo unspecified) do in these assays?
Rtt109 Vps75: 17; Keap1-Nrf2 PPI: -2; Cardiac RTF inh: -6; SR-BI DiI-HDL act: 22; DAGLB inh: -8; cardiac RTF act: -6; CAL PDZ FP-1: 4; CAL PDZ FP-2: -0.4; LANA DNA inh: -0.6; PKA-R2B act: -9

What do the screens show for `N#C/C(=C\c1ccc(-c2ccc(S(=O)(=O)N3CCOCC3)cc2)o1)C(=O)NC1CC1`?
Rtt109 Vps75: -2; Keap1-Nrf2 PPI: -10; Cardiac RTF inh: 2; SR-BI DiI-HDL act: -6; DAGLB inh: 2; cardiac RTF act: 3; CAL PDZ FP-1: -1; CAL PDZ FP-2: -1.9; LANA DNA inh: 2.4; PKA-R2B act: 2

What do the screens show for `Cc1ccc(C(=O)OCC(=O)Nc2ccc(C(N)=O)cc2)s1`?
Rtt109 Vps75: -1; Keap1-Nrf2 PPI: -4; Cardiac RTF inh: -5; SR-BI DiI-HDL act: -18; DAGLB inh: 0; cardiac RTF act: -2; CAL PDZ FP-1: -1; CAL PDZ FP-2: -0.4; LANA DNA inh: -2.0; PKA-R2B act: 8

How did COC(=O)Cc1nc2ccccc2[nH]1 do in these assays?
Rtt109 Vps75: 0; Keap1-Nrf2 PPI: -1; Cardiac RTF inh: 0; SR-BI DiI-HDL act: 31; DAGLB inh: 2; cardiac RTF act: 5; CAL PDZ FP-1: -5; CAL PDZ FP-2: -0.5; LANA DNA inh: 0.5; PKA-R2B act: -7

Results for Cc1noc(C)c1C(=O)NCCC1=CCCCC1 ?
Rtt109 Vps75: 7; Keap1-Nrf2 PPI: 5; Cardiac RTF inh: -3; SR-BI DiI-HDL act: 8; DAGLB inh: 1; cardiac RTF act: 0; CAL PDZ FP-1: -4; LANA DNA inh: 1.8; PKA-R2B act: 10

What do the screens show for `Cc1cccc(C(=O)NC(=S)Nc2c(C)n(C)n(-c3ccccc3)c2=O)c1`?
Rtt109 Vps75: -3; Keap1-Nrf2 PPI: -5; Cardiac RTF inh: -4; SR-BI DiI-HDL act: 8; DAGLB inh: -1; cardiac RTF act: 8; CAL PDZ FP-1: -2; CAL PDZ FP-2: -5.0; LANA DNA inh: 6.6; PKA-R2B act: -11

What do the screens show for `CCOC(=O)c1c(C)n(-c2ccccc2)c2ccc(O)c(CN(C)C)c12`?
Rtt109 Vps75: 25; Keap1-Nrf2 PPI: 2; Cardiac RTF inh: -12; SR-BI DiI-HDL act: -16; DAGLB inh: -1; cardiac RTF act: 2; CAL PDZ FP-1: -7; CAL PDZ FP-2: -1.8; LANA DNA inh: 1.6; PKA-R2B act: -2

What do the screens show for `CC(=O)N[C@@H](Cc1c[nH]c2ccccc12)C(=O)OCC(=O)Nc1ccc2c(c1)OCO2`?
Rtt109 Vps75: -5; Keap1-Nrf2 PPI: -1; Cardiac RTF inh: -4; SR-BI DiI-HDL act: -34; DAGLB inh: 2; cardiac RTF act: 4; CAL PDZ FP-1: -1; CAL PDZ FP-2: -0.4; LANA DNA inh: -2.7; PKA-R2B act: 0

What do the screens show for `O=C(CN1CCCCC1)Nc1ccccc1Oc1ccccc1`?
Rtt109 Vps75: -5; Keap1-Nrf2 PPI: -2; Cardiac RTF inh: 0; SR-BI DiI-HDL act: -9; DAGLB inh: -6; cardiac RTF act: 3; CAL PDZ FP-1: -3; CAL PDZ FP-2: -2.8; LANA DNA inh: 1.1; PKA-R2B act: -1

What do the screens show for `CCCCCCS(=O)[C@H]1CS(=O)(=O)C[C@@H]1S(=O)CCCCCC` (stereo partly specified)?
Rtt109 Vps75: 1; Keap1-Nrf2 PPI: -1; Cardiac RTF inh: -10; SR-BI DiI-HDL act: 19; DAGLB inh: -2; cardiac RTF act: -3; CAL PDZ FP-1: -2; CAL PDZ FP-2: -0.7; LANA DNA inh: 3.4; PKA-R2B act: -4

What do the screens show for `O=C(COC(=O)c1ccc(F)c(S(=O)(=O)N2CCOCC2)c1)c1ccccc1`?
Rtt109 Vps75: 15; Keap1-Nrf2 PPI: -4; Cardiac RTF inh: -4; SR-BI DiI-HDL act: -16; DAGLB inh: -1; cardiac RTF act: 5; CAL PDZ FP-1: 12; CAL PDZ FP-2: -3.4; LANA DNA inh: -1.5; PKA-R2B act: 11
